Scp-1 inhibitor: Scp-1 phosphatase inhibitors, primary screen, biochemical, colorimetric, uHTS. hit rate 0.88% among 340,000. Recombinant Scp1, phosphopeptide, malachite green phosphate absorbance. inhibition, % at 20 µM. AID 493091, 2011. Carboxy-terminal domain RNA polymerase II polypeptide A small phosphatase 1 (Homo …;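 active = inhibition above about 50% at 20 µM, limit read from the data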;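 also: plate controls were DMSO wells with enzyme for no effect and wells lacking enzyme for full effect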
Target sequence (Q9GZU7 76-261 limits assumed): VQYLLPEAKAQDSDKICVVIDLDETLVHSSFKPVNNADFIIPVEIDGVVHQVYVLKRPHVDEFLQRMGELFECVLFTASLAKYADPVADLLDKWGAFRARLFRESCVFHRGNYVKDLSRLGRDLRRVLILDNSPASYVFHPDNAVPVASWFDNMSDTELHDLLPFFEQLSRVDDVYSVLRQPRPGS
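Test system: SCP-1 phosphatase catalytic domain, residues 76-261; measured by: colorimetric phosphate reagent with accelerator and stabiliser, absorbance at 630 nm; timing: enzyme reaction 45 min at room temperature, colour 5 min, stabilisation 30 min; also added: Phosphorylated 17-residue peptide substrate; compound dosing: one concentration, 20 µM, with 1.0% DMSO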
NRP1-CendR mod: modulators of CendR peptide binding to NRP-1, primary screen, biochemical, fluorescence polarization, uHTS. Neuropilin-1 (Homo sapiens), O14786. FAM-RPARPAR peptide binding to NRP-1. hit rate 0.85% among 360,000. inhibition, % at 25 µM. AID 602438, 2012;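 active = inhibition or corrected inhibition above about 18%, plus a signal ratio from 0.5 to 1.5, limit read from the data, passing the limit was not always enough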; also: strong numbers were not always called active
DNMT1 block: human DNMT1 methyltransferase inhibitors, primary screen, biochemical, molecular beacon, fluorescence, HinP1I cleavage, uHTS | DNA (cytosine-5)-methyltransferase 1 (Homo sapiens), P26358 | inhibition (reported as % activation of signal), % at 10 µM | hit rate 0.83% among 360,000; in the data active = inhibition above about 50%
NadD block: inhibitors of S. aureus NadD, primary screen, biochemical, colorimetric, uHTS; Nicotinate-nucleotide adenylyltransferase NadD (Staphylococcus aureus N315); purified NadD enzyme, colorimetric absorbance read-out; inhibition, % at 20 µM; hit rate 0.78% among 360,000; in the data active = inhibition above about 26%; also: some compounds past the cut are filed as inactive
LMPTP block: LMPTP phosphatase inhibitors, primary screen, biochemical, fluorescence intensity, uHTS | hit rate 0.22% among 360,000 | inhibition, % at 20 µM | AID 651560, 2012 | recombinant LMPTP-A, OMFP fluorogenic substrate;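 active = compounds that cut the enzyme signal by at least half of the control window in the single-dose screen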;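 also: plate controls were DMSO wells with enzyme plus substrate for no effect and substrate without enzyme for full effect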
Target sequence (P24666 whole entry, looked up): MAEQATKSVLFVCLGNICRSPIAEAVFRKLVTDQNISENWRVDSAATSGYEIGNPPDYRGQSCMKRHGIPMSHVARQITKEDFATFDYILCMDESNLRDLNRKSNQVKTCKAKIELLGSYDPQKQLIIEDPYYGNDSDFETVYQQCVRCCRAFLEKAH
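Test system: LMPTP-A phosphatase enzyme; input: 0.625 nM LMPTP-A final; reagent: OMFP substrate, 400 µM final; compound dosing: 20 µM single dose, 3% DMSO; incubation: 50 min dark incubation at room temperature; measured by: endpoint fluorescence intensity from OMFP dephosphorylation; measure: % inhibition relative to no-enzyme and uninhibited control wells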
MT1-MMP act inh: blockers of MT1-MMP proenzyme processing, primary screen, HT1080 RFP-PRO-GFP cells, GFP/RFP fluorescence. hit rate 0.061% among 360,000. GFP/RFP ratio change, % at 20 µM. AID 651647, 2012. GFP/RFP ratio fluorescence, overnight; percent of plate control window, DMSO zero. Matrix metalloproteinase-14 (Homo sapiens), P50281;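 active = GFP/RFP ratio change of at least 30% with cell ATP level not reduced by more than half and red fluorescence within 50% of control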; also: strong numbers were not always called active
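Assay system: HT1080 RFP-PRO-GFP cells. Benchmarks: DMSO vehicle wells and RFP-L50D-GFP reporter cell wells. Times: overnight cell settling, then overnight compound exposure, 37 °C, 5% CO2. Compound: 20 µM single dose, 1% DMSO. Read-out basis: GFP/RFP fluorescence ratio.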
Rpn11 block: Rpn11 (PSMD14) deubiquitinase inhibitors, primary screen, biochemical, fluorescence polarization, uHTS. human 26S proteasome, Ub4-pepOG fluorescence polarization; 20S core pre-blocked with epoxomicin. calls only at 20 µM. hit rate 0.59% among 360,000;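 active = inhibition at 20 µM, scaled to each plate's controls, above about 33%, limit read from the data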
Target sequence (O00487 whole entry, looked up): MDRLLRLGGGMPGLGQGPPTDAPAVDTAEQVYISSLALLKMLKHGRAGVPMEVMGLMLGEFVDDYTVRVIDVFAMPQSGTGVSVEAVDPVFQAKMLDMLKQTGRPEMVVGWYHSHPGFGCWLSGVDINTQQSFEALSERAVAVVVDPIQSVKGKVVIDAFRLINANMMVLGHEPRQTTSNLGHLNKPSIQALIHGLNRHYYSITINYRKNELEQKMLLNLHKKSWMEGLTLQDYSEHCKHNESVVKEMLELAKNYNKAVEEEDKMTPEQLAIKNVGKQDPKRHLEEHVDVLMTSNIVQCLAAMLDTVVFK
SUMO1 PPI mod: modulators of SUMO1 protein-protein interactions, primary screen, biochemical, uHTS; SUMO1 binding to a labelled peptide, TR-FRET, 1 h; inhibition, % at 20 µM; hit rate 0.33% among 360,000; AID 602429, 2012; in the data active = inhibition above about 37%
Target sequence (P63165 whole entry, looked up): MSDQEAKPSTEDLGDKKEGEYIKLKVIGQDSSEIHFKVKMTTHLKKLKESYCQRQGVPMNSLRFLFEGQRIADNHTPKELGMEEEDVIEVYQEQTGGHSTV
SKN-1 inh: suppressors of acrylamide-induced Pgst-4::GFP reporter in worms, primary screen, SKN-1 inhibitor project, whole organism, uHTS, GFP/RFP fluorescence ratio, strain VP596; hit rate 0.49% among 360,000; inhibition, % at 21.8 µM; C. elegans VP596 Pgst-4::GFP/RFP ratio, 24 h;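 active = interference check ratio from 0.5 to 1.5 plus GFP to RFP signal ratio inhibition reaching or exceeding a fixed threshold, cut at about 30% in these data, passing the limit was not always enough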; also: some compounds called inactive have numbers as strong as hits
STEP block: STEP phosphatase inhibitors, primary screen, biochemical, fluorescence intensity, uHTS; inhibition, % at 20 µM; recombinant STEP, OMFP fluorogenic substrate; hit rate 0.25% among 360,000; AID 588621, 2011;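 active = inhibition at 20 µM, scaled per plate between control wells, above about 37%, limit read from the data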;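 also: 0% = DMSO with enzyme and substrate and 100% = substrate only without enzyme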
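System: isolated STEP enzyme; schedule: 20 min enzyme reaction at room temperature, protected from light; medium: Bis-Tris buffer pH 6.0, 2.5 mM DTT, 0.005% Tween 20; signal: fluorescence, 480/540 nm; dosing: single compound dose of 20 µM, 1% DMSO final; also added: OMFP substrate, 25 µM final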
* marks the source's active call; other numbers are inactive results; i = inactive; x = no result given. Random draw from the library; about 3.9% have a hit in one of these screens.

SMILES	Scp-1 inhibitor	NRP1-CendR mod	DNMT1 block	NadD block	LMPTP block	MT1-MMP act inh	Rpn11 block	SUMO1 PPI mod	SKN-1 inh	STEP block
COC(=O)c1c(O)cc(=O)n2c1CCCCC2	-12	20	5	-2	0.9	-3	i	2	-3	-2
O=C(Nc1ccc(N2CCN(C(=O)c3ccccc3F)CC2)cc1)c1ncn[nH]1	-3	-2	3	0	-1.6	-4	i	7	5	0
Cc1nnc(SCC(=O)Nc2ccc(Oc3ccccc3)cc2)n1N	-8	5	-3	-3	-0.4	4	i	-2	-14	-3
O=C(NC(=S)Nc1ccc(N2CCOCC2)cc1)c1cccc(Cl)c1	-5	-1	-3	-6	-0.4	7	i	0	14	1
Cc1noc(C)c1S(=O)(=O)Nc1ccccc1Oc1ccccc1	-7	10	-2	-7	0.9	-2	i	3	8	-1
CN1CCN(CC(=O)n2c3c(c4ccccc42)CCCC3)CC1	0	16	-15	-5	-3.3	-4	i	4	9	-3
O=C(Cn1c2c(sc1=O)C1c3ccccc3OCC1CS2)Nc1ccc(Cl)cc1 (configuration not stated)	-9	-14	-5	22	1.8	-5	i	0	-1	2
O=C(Nc1ccc(C(F)(F)F)cc1[N+](=O)[O-])O[C@H]1[C@H](Cc2ccccc2)NS(=O)(=O)[C@H]2C[C@@H]3C=C[C@]12O3	-11	1	6	-1	2.6	0	i	-17	-5	0
CCOC(=O)N1CCN(S(=O)(=O)c2ccc(C(=O)N(CCCN(C)C)c3nc4c(F)cc(F)cc4s3)cc2)CC1	-5	-9	3	-2	0.2	2	i	-4	9	-2
Cc1cc(C(=O)NC2CCCCC2)c(C)o1	8	0	1	-4	-0.3	7	i	1	10	0

Reprinted from the part before: 2 compounds, followed by the next part.
SMILES	Scp-1 inhibitor	NRP1-CendR mod	DNMT1 block	NadD block	LMPTP block	MT1-MMP act inh	Rpn11 block	SUMO1 PPI mod	SKN-1 inh	STEP block
CCOC(=O)N1CCN(S(=O)(=O)c2ccc(C(=O)N(CCCN(C)C)c3nc4c(F)cc(F)cc4s3)cc2)CC1	-5	-9	3	-2	0.2	2	i	-4	9	-2
Cc1cc(C(=O)NC2CCCCC2)c(C)o1	8	0	1	-4	-0.3	7	i	1	10	0
CCNC(=O)C1(C)CCN(C(=O)c2cccc(C#N)c2)C1 (configuration not stated)	x	-3	4	-6	-1.1	-3	i	-2	-1	2
COC(=O)C(O)(CC(=O)Nc1ccc(OC)cc1)C(F)(F)F (configuration not stated)	-3	1	2	-3	-9.7	0	i	1	12	-6
O=C(COc1ccc(-c2nnco2)cc1)Nc1ccc(F)c(Cl)c1	-7	17	-8	-1	0.3	6	i	-2	12	-1
CCOC(=O)Cc1nnc(NC(=O)Nc2ccccc2)s1	0	-1	-1	-9	0.1	2	i	1	-8	-1
COC(=O)C(C(C)C)N1CCc2c(C)nc3c(C#N)cnn3c21 (configuration not stated)	-4	-16	1	-5	-0.9	-7	i	3	5	-4
CCOC(=O)C1C2C=CC3(CN(C4CCCC4)C(=O)C13)O2 (configuration not stated)	-2	10	3	-3	0.6	-3	i	-3	16	-3
CSc1nnc2c3cc(F)ccc3n(C)c2n1	-4	-1	22	1	0.5	1	i	-25	24	2
Cc1cc(C)c(C2=NOC3C4CCC(C4)C23)c(C)c1 (configuration not stated)	-6	7	17	-6	-0.9	4	i	2	16	1
Cc1ccc(-c2ccc3nnc(SCC(N)=O)n3n2)cc1	-9	0	-1	-5	-1.8	6	i	-32	-9	-3
C=CCNC(=O)C1CCC(CNc2nc(=S)[nH]c3ccccc23)CC1 (configuration not stated)	-1	6	0	2	7.6	0	i	-1	14	-1
CN1C2CCC1CC(NC(=O)c1ccc(Cl)cc1)C2 (configuration not stated)	-7	-9	7	2	-0.8	-2	i	-2	6	-2
COc1cccc(NC(=O)CN2C(=O)c3cccnc3Oc3ccc(Cl)cc32)c1	-12	-2	-6	4	0.8	-2	i	-4	9	0
c1ccc(CCNc2ccc3c(c2)Cc2ccccc2-3)nc1	-12	29*	-5	-7	0.0	4	i	1	-2	1
Cc1nn2c(-c3ccc(Cl)cc3)nnc2s1	-5	-14	3	13	-1.9	4	i	-2	1	0
Nc1nc(SCC(=O)Nc2ccc(Br)cc2F)n[nH]1	-9	-1	-2	-5	-1.4	-5	i	-1	19	1
C=CCN1C(=O)/C(=C2/Sc3ccccc3N2CC)SC1=S	-8	77*	4	5	-1.0	-9	x	-2	2	-1
CCCn1c(SCC(=O)NC(=O)NCc2ccccc2)n[nH]c1=O	6	10	4	-8	-1.8	-1	i	0	3	-2
COC(=O)c1ccc2cc(C)cc(C)c2n1	x	6	6	-3	-1.0	4	i	-23	23	0
Cc1cc2ccccc2n1CCNC(=O)C1CCCCC1	-5	0	5	1	1.7	38*	i	-12	59	2
CCCCN1CCN=C1Nc1ccccc1	-6	5	6	2	-1.7	-2	i	0	10	4

Full records, looked up by structure.
`C=CCN1C(=O)/C(=C2/Sc3ccccc3N2CC)SC1=S` reads Scp-1 inhibitor: -8; NRP1-CendR mod: 77*; DNMT1 block: 4; NadD block: 5; LMPTP block: -1.0; MT1-MMP act inh: -9; Rpn11 block: x; SUMO1 PPI mod: -2; SKN-1 inh: 2; STEP block: -1
`c1ccc(CCNc2ccc3c(c2)Cc2ccccc2-3)nc1` reads Scp-1 inhibitor: -12; NRP1-CendR mod: 29*; DNMT1 block: -5; NadD block: -7; LMPTP block: 0.0; MT1-MMP act inh: 4; Rpn11 block: i; SUMO1 PPI mod: 1; SKN-1 inh: -2; STEP block: 1
`CCCn1c(SCC(=O)NC(=O)NCc2ccccc2)n[nH]c1=O` reads Scp-1 inhibitor: 6; NRP1-CendR mod: 10; DNMT1 block: 4; NadD block: -8; LMPTP block: -1.8; MT1-MMP act inh: -1; Rpn11 block: i; SUMO1 PPI mod: 0; SKN-1 inh: 3; STEP block: -2

(list continues)
SMILES	Scp-1 inhibitor	NRP1-CendR mod	DNMT1 block	NadD block	LMPTP block	MT1-MMP act inh	Rpn11 block	SUMO1 PPI mod	SKN-1 inh	STEP block
CC(O)(c1ccc(F)c(F)c1)c1nc(-c2ccccc2)cs1 (configuration not stated)	x	-8	15	-7	1.4	2	i	1	9	-3
COc1ccc(N(CC(=O)O)S(=O)(=O)c2ccc(C)cc2)cc1Cl	3	7	4	-2	4.0	x	i	-1	-5	-2
O=C(NCc1ccc2c(c1)OCO2)c1cc(-n2cnnc2)ccc1Cl	85*	-4	-5	12	-0.8	1	i	4	-12	-1
COc1ccccc1N(C)S(=O)(=O)c1ccc(Cl)c(C(=O)NCc2ccco2)c1	0	7	2	-5	1.1	2	i	-1	-5	0
O=c1[nH]n(Cc2ccccc2)c(=O)c2ccccc12	-3	-12	0	-5	-0.8	6	i	1	98	0
Cc1ccccc1OCC(=O)OCC(=O)NCc1ccccc1Cl	-2	7	0	-3	0.8	0	i	1	15	-3
O=C(N/N=C/c1cccc(NC(=O)c2ccc(Cl)cc2)c1)c1cccc(O)c1	-12	3	-10	9	3.2	15	i	2	0	-5
O=C(CSc1ccc2nnc(CCNC(=O)c3ccccc3)n2n1)Nc1ccc(F)cc1F	-2	8	1	1	-0.7	-3	i	3	16	3
Cc1cc(C)n2c(NC3CCCC3)c(-c3ccc(F)cc3)nc2n1	x	-16	x	1	-0.6	0	x	0	0	x
COc1cc(C(=O)OC2CSCC2NC(=O)c2ccccc2)cc(OC)c1OC (configuration not stated)	-1	-4	-2	0	-0.3	7	i	1	-15	0
S=C(NCc1cccc(Cl)c1)NC1CCCCC1	4	1	1	-5	-0.9	6	i	2	-2	1
O=C(NCc1ccccn1)c1cccn1-c1ncc(C(F)(F)F)cc1Cl	-5	20	-1	-3	-0.3	5	i	-1	13	1
N#Cc1nc(-c2ccc(F)cc2)oc1N1CCCCC1	-13	16	-1	-5	2.4	-1	i	2	11	-2
COc1ccccc1CNC(=O)/C=C/c1ccc(S(=O)(=O)NCc2ccco2)cc1	24	8	-5	-3	-0.8	3	i	-11	-3	3
COc1ccc2cc(C(=O)Nc3ccc(O)cc3)sc(=O)c2c1OC	-4	13	-3	-1	0.2	6	i	-6	3	-3
CSc1ccccc1C(=O)N(CC1CCCO1)c1c(N)n(Cc2ccccc2)c(=O)[nH]c1=O (configuration not stated)	5	0	0	0	-0.7	13	i	6	3	0
COc1ccc(/C=N\NC(=O)c2cc(OCC(F)(F)F)ccc2OCC(F)(F)F)cc1	-12	12	1	-3	0.2	0	i	1	12	-5
C[C@]12c3[nH]c4ccc(Cl)cc4c3CCN1C(=O)[C@@H](CC(=O)NCC13CC4CC(CC(C4)C1)C3)C[C@@H]2C(=O)N1CCCCC1	-4	-10	-31	20	3.2	-20	i	4	0	-1

Assay outcomes (PubChem)
